IDE exosite inh – exo-site inhibitors of human IDE, primary screen, biochemical, fluorescence anisotropy, probe displacement; z-score at 20 µM; purified IDE, FL-6b probe fluorescence polarization; hits give low values; Insulin-degrading enzyme (Homo sapiens), P14735; actives 6.3% (n = 17,000);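 active = z-score of -3 or lower, meaning strong loss of probe binding signal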;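 note: His-tagged human IDE residues 42-1019 made in E. coli with 30 nM FL-6b probe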
Target sequence (P14735 42-1019 limits assumed): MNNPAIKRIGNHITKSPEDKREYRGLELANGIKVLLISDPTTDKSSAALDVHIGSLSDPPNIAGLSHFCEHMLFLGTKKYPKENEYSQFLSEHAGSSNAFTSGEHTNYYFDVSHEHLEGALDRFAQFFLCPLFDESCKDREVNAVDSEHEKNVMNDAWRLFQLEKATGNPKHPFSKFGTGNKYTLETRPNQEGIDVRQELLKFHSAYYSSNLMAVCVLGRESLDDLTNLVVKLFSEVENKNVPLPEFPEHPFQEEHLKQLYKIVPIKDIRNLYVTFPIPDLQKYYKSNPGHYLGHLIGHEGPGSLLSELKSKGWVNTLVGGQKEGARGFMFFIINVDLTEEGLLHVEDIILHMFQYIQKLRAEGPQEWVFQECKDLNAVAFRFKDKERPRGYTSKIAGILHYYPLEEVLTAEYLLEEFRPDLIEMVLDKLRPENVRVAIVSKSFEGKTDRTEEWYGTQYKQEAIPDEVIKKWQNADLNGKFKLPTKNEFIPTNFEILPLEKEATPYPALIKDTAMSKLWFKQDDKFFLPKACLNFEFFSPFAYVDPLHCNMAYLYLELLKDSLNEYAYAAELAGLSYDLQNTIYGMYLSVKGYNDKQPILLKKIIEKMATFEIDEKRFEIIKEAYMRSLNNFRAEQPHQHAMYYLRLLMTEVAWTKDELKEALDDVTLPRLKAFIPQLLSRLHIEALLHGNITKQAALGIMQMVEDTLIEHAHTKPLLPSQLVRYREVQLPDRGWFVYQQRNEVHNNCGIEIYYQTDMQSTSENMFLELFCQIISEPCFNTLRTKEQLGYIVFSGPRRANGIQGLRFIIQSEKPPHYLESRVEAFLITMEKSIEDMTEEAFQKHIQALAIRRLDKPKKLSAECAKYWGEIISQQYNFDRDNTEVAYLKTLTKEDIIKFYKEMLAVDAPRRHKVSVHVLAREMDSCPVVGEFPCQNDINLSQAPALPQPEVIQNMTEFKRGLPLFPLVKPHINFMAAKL
An asterisk follows results filed as active; ! = repeats disagree. Only part of the results is shown; the hit share may differ from the screen's.

SMILES	IDE exosite inh
O=C(C[C@@H]1CC[C@H]2[C@@H](COC[C@H](O)CN2Cc2cccc(Cl)c2)O1)NCc1cccc(F)c1	1.3
O=C(C[C@@H]1CC[C@@H]2[C@H](COC[C@H](O)CN2CC2CCOCC2)O1)NCC1CCCCC1	0.409
C[C@@H]1CN([C@@H](C)CO)C(=O)CCCn2nncc2CO[C@@H]1CN(C)Cc1ccc(C(=O)Nc2ccccc2N)cc1	-0.48
C[C@@H](NC(=O)C[C@@H]1C[C@@H]2c3cc(NS(=O)(=O)c4ccc(F)cc4)ccc3O[C@@H]2[C@@H](CO)O1)c1ccccc1	0.241
CCCNC(=O)N1[C@H](CO)[C@H](c2ccccc2)[C@H]1CNC(=O)C1CCC1	0.279
COCC(=O)N1[C@@H](CO)[C@@H]2c3ccccc3N(C(=O)Nc3ccccc3Cl)C[C@@H]21	1.76
COc1ccc(-c2ccc([C@H]3[C@H]4CN(C(=O)c5ccccn5)CC(=O)N4[C@H]3CO)cc2)cc1	-0.082
Cc1ccccc1-c1ccc([C@@H]2[C@@H](CO)N3CCCCN(S(=O)(=O)c4ccc(F)cc4)C[C@@H]23)cc1	-17.5*
CO[C@@H](CN(C)C(=O)Nc1ccc(Cl)cc1)[C@H](C)CN(Cc1ccccc1Cl)[C@@H](C)CO	1.52
C[C@@H]1CCCCO[C@@H](CN(C)Cc2ccncc2)[C@H](C)CN([C@@H](C)CO)C(=O)c2cc(NC(=O)Cc3ccccc3)ccc2O1	-0.411
COc1ccc2c3c(n(C)c2c1)[C@@H](CO)N(Cc1ccccc1OC)CC31CN(C)C1	-0.117
N#C[C@@H]1[C@H](c2ccc(-c3cccnc3)cc2)[C@H](CO)N1C(=O)C1CC1	2.63
COc1ccc(NC(=O)N2C[C@@H](O)COC[C@H]3O[C@@H](CC(=O)NCc4ccncn4)CC[C@@H]32)cc1	-0.289
CN1C(=O)c2cc(NS(=O)(=O)c3ccc(Cl)cc3)ccc2OC[C@H]2O[C@@H](CC(=O)Nc3ccc4c(c3)COC4)CC[C@@H]21	0.86
O=C(c1ccncc1)N1CCCCN2[C@H](CO)[C@H](c3ccc(-c4ccccc4)cc3)[C@@H]2C1	2.46
CO[C@@H]1CN(C)C(=O)c2ccc(NC(=O)Nc3cc(F)ccc3F)cc2OC[C@H](C)N(C(=O)c2ccccn2)C[C@H]1C	1.59
CN(C)C(=O)c1ccc(-c2ccc([C@@H]3[C@@H](CO)N4CCCCN(Cc5cncnc5)C[C@@H]34)cc2)cc1	2.84
Cn1cnc(S(=O)(=O)N2CCCCN3[C@H](CO)[C@@H](c4ccc(-c5ccc(F)cc5)cc4)[C@H]3C2)c1	2.16
Cc1ccccc1-c1ccc([C@@H]2[C@@H](CO)N3C(=O)CN(C(=O)Nc4cccc(F)c4)C[C@H]23)cc1	-2.07
N#C[C@@H]1[C@@H](c2ccccc2)[C@@H](CO)N1S(=O)(=O)c1cccc(F)c1	0.48
C[C@@H]1CN([C@H](C)CO)C(=O)CCCn2cc(nn2)CO[C@H]1CN(C)C(=O)CCC(F)(F)F	-0.138
N#C[C@H]1N[C@H](CO)[C@H]1c1ccc(C#CC2CCCCC2)cc1	1.31
CCC(=O)N(CC)C[C@@H]1[C@@H](c2ccc(-c3ccccc3)cc2)[C@@H](CO)N1C(C)=O	-1.61
CCC(=O)N[C@@H]1CC[C@H](CC(=O)NCc2ccccc2F)O[C@H]1CO	-0.96
Cc1cccc(-c2ccc([C@H]3[C@H]4CN(S(=O)(=O)c5ccccc5C)CCCCN4[C@H]3CO)cc2)c1	4.51

New compounds follow.
SMILES	IDE exosite inh
COc1ccc(C#Cc2ccc([C@@H]3[C@H]4CN(C(=O)Nc5ccccc5)CCCCN4[C@H]3CO)cc2)cc1	0.306
O=C(Nc1ccc(-c2ccccc2)cc1)[C@@H]1[C@@H](CO)[C@@H]2Cn3c(cccc3=O)[C@@H]2N1CC1CCOCC1	1.26
COc1ccc(C[C@@H]2CCc3cnnn3COCCNC2=O)cc1	1.94
CN1C(=O)c2cc(NC(=O)C3CCOCC3)ccc2OC[C@H]2O[C@@H](CC(=O)NCC3CCCCC3)CC[C@H]21	-0.74
COCC(=O)NC[C@@H]1[C@H](c2ccccc2)[C@H](CO)N1C(=O)c1ccccc1	-0.296
O=C(C1CC1)N1CC[C@H]2[C@H](CO)Nc3ccc(Br)cc3[C@H]21	-0.33
N#C[C@@H]1[C@@H](c2ccc(/C=C/c3ccccc3)cc2)[C@@H](CO)N1C(=O)C1CCCCC1	-1.28
O=C(C[C@H]1CC[C@H]2[C@@H](COC[C@@H](O)CN2C(=O)Nc2cc(Cl)cc(Cl)c2)O1)N1CCOCC1	1.17
CCCN1C[C@@H](C)[C@H](OC)CN(C)C(=O)c2ccc(NS(=O)(=O)c3cn(C)cn3)cc2OC[C@@H]1C	-2.18
CN1CCCCN2[C@H](CO)[C@@H](c3ccc(-c4ccccc4)cc3)[C@@H]2C1	0.916
COc1ccc(S(=O)(=O)N2C[C@@H](O)COC[C@@H]3O[C@@H](CC(=O)N[C@H]4CCN(Cc5ccccc5)C4)CC[C@H]32)cc1	-0.732
O=C(c1cccc(F)c1)N1CC(=O)N2[C@H](C1)[C@H](c1ccc(C#Cc3ccc(F)cc3)cc1)[C@@H]2CO	1.49
CN1c2ccc(Br)cc2[C@@H]2[C@@H](CCN2C(=O)Nc2cccc(F)c2)[C@@H]1CO	-0.6
COc1cccc(C#Cc2ccc([C@@H]3[C@@H](CO)N4C(=O)CN(C(=O)c5ccccc5)C[C@H]34)cc2)c1	0.105
Cc1ccc(S(=O)(=O)Nc2ccc3c(c2)C(=O)N(C)[C@@H]2CC[C@H](CC(=O)NCCc4ccncc4)O[C@H]2CO3)cc1	-0.621
N#C[C@@H]1[C@H](c2ccccc2-c2cccc(F)c2)[C@@H](CO)N1C(=O)c1cccnc1	0.891
COc1ccc2c3c(n(C)c2c1)[C@@H](CO)N(Cc1cccnc1)CC31CN(C(=O)c2cccnc2)C1	-0.392
CN(C)C(=O)c1ccc(-c2ccc([C@@H]3[C@@H](CO)N4CCCCN(Cc5ccncc5)C[C@H]34)cc2)cc1	1.06
COCC#Cc1ccc([C@H]2[C@H]3CN(Cc4cccnc4)CCCCN3[C@H]2CO)cc1	-1.19
CN1c2ccc(Br)cc2[C@@H]2[C@@H](CCN2C(=O)c2ccc(F)cc2)[C@@H]1CO	2.26
N#C[C@H]1[C@@H](c2ccc(-c3ccccc3F)cc2)[C@H](CO)N1C(=O)Cc1ccccc1	0.562
O=S(=O)(c1ccccc1)N1CCCCN2[C@H](CO)[C@@H](c3ccc(C#CC4CCCC4)cc3)[C@H]2C1	0.274
Cc1cccc(S(=O)(=O)N2CCCCN3[C@@H](CO)[C@@H](c4ccc(C#C[C@@H](C)O)cc4)[C@@H]3C2)c1	1.17
N#C[C@@H]1N[C@@H](CO)[C@@H]1c1ccc(C#Cc2ccc(F)cc2)cc1	3.06
O=C(c1cnccn1)N1CC(=O)N2[C@H](C1)[C@H](c1ccc(C#CC3CCCCC3)cc1)[C@@H]2CO	0.379

Sorted by number of heavy atoms (ascending): 7 of the compounds above.
SMILES	IDE exosite inh
CN1CCCCN2[C@H](CO)[C@@H](c3ccc(-c4ccccc4)cc3)[C@@H]2C1	0.916
CN1c2ccc(Br)cc2[C@@H]2[C@@H](CCN2C(=O)Nc2cccc(F)c2)[C@@H]1CO	-0.6
Cc1cccc(S(=O)(=O)N2CCCCN3[C@@H](CO)[C@@H](c4ccc(C#C[C@@H](C)O)cc4)[C@@H]3C2)c1	1.17
CCCN1C[C@@H](C)[C@H](OC)CN(C)C(=O)c2ccc(NS(=O)(=O)c3cn(C)cn3)cc2OC[C@@H]1C	-2.18
CN(C)C(=O)c1ccc(-c2ccc([C@@H]3[C@@H](CO)N4CCCCN(Cc5ccncc5)C[C@H]34)cc2)cc1	1.06
O=C(Nc1ccc(-c2ccccc2)cc1)[C@@H]1[C@@H](CO)[C@@H]2Cn3c(cccc3=O)[C@@H]2N1CC1CCOCC1	1.26
COc1ccc(S(=O)(=O)N2C[C@@H](O)COC[C@@H]3O[C@@H](CC(=O)N[C@H]4CCN(Cc5ccccc5)C4)CC[C@H]32)cc1	-0.732

More entries follow:
SMILES	IDE exosite inh
CO[C@H]1CN(C)C(=O)c2cc(NC(=O)Cc3ccccc3)ccc2OC[C@@H](C)N(C(=O)c2ccccc2F)C[C@@H]1C	2.58
COc1ccc(CNC(=O)C[C@H]2CC[C@@H](NC(=O)CN(C)C)[C@H](CO)O2)cc1	0.919
CC(=O)N1[C@H](CNC(=O)C2CC2)[C@@H](c2ccc(-c3ccc(F)cc3)cc2)[C@@H]1CO	0.284
CC(C)CC#Cc1ccc([C@H]2[C@@H](CO)N3CCCCN(C(=O)Nc4ccccc4)C[C@@H]23)cc1	-0.149
COc1ccc(CN2CC3(CN(C(C)=O)C3)c3c(n(C)c4cc(OC)ccc34)[C@H]2CO)cc1	-2.33
O=C(Nc1cccc(F)c1)N1CCCCN2[C@H](CO)[C@@H](c3ccc(C#Cc4cccnc4)cc3)[C@H]2C1	0.665
CO[C@@H]1CN(C)C(=O)c2cc(NC(=O)C3CCCCC3)ccc2OC[C@@H](C)N(Cc2cccnc2)C[C@H]1C	-0.522
Cc1ccc(-c2ccc([C@@H]3[C@@H](CO)N4CCCCN(C(=O)c5ccc(F)cc5)C[C@H]34)cc2)cc1	0.554
C/C=C/c1ccc([C@H]2[C@H](CO)N(C(=O)CC)[C@H]2CNC(=O)C2CC2)cc1	3.65
CN1C(=O)c2cc(NS(C)(=O)=O)ccc2OC[C@H]2O[C@@H](CC(=O)N3CCOCC3)CC[C@@H]21	-1.27
Cc1noc(C)c1NC(=O)N(C)C[C@@H]1OCc2ccccc2-c2c(n(C)c3ccccc23)C(=O)N([C@@H](C)CO)C[C@@H]1C	-2.71
Cc1cccc(-c2ccc([C@@H]3[C@H](CO)N4CCCCN(C(=O)c5ccc6c(c5)OCO6)C[C@@H]34)cc2)c1	-4.42*
OC[C@@H]1[C@@H](c2ccccc2)C2(CN(CC3CCOCC3)C2)N1Cc1cncnc1	-0.857
COc1ccccc1S(=O)(=O)N(C)C[C@@H]1OCc2ccccc2-c2ccccc2C(=O)N([C@H](C)CO)C[C@H]1C	1.67
COC(=O)c1ccc(CN2CC(=O)N3[C@@H](CO)[C@@H](c4ccc(-c5ccccc5F)cc4)[C@@H]3C2)cc1	-0.907
CCN1[C@@H]2Cn3c(ccc(-c4ccccc4OC)c3=O)[C@H]1[C@@H](C(=O)NCc1ccccn1)[C@@H]2CO	0.421
N#Cc1cccc(-c2ccc([C@@H]3[C@@H](CO)N4CCCCN(C(=O)Nc5cccc(F)c5)C[C@H]34)cc2)c1	3.42
CO[C@H]1CN(C)C(=O)c2ccc(NS(=O)(=O)c3c(C)noc3C)cc2OC[C@@H](C)NC[C@H]1C	0.342
CC(=O)NC[C@@H]1[C@@H](c2ccccc2)[C@H](CO)N1C(=O)Cc1ccncc1	0.158
O=C(C1CCOCC1)N1CC[C@H]2[C@H](CO)Nc3ccc(-c4cccc(F)c4)cc3[C@H]21	1.66
CO[C@H]1CN(C)C(=O)c2ccc(NS(=O)(=O)CC(F)(F)F)cc2OC[C@@H](C)N(C(=O)NC(C)C)C[C@H]1C	0.365
O=C(c1cccc(F)c1)N1CCCCN2[C@H](CO)[C@@H](c3ccc(-c4cccnc4)cc3)[C@H]2C1	2.84
Cc1cccc(S(=O)(=O)N2CCCCN3[C@@H](CO)[C@@H](c4ccc(C#C[C@H](C)O)cc4)[C@@H]3C2)c1	1.47
C/C=C/c1ccc([C@@H]2[C@H]3CN(C(=O)Nc4ccc(F)cc4)CCCCN3[C@H]2CO)cc1	0.179
CO[C@H](CN(C)Cc1cc(F)ccc1F)[C@@H](C)CN([C@H](C)CO)S(=O)(=O)c1ccc(C)cc1	0.314

Arranged by value in IDE exosite inh (lowest first): some entries from above.
SMILES	IDE exosite inh
COc1ccc(CN2CC3(CN(C(C)=O)C3)c3c(n(C)c4cc(OC)ccc34)[C@H]2CO)cc1	-2.33
COc1ccc(NC(=O)N2C[C@@H](O)COC[C@H]3O[C@@H](CC(=O)NCc4ccncn4)CC[C@@H]32)cc1	-0.289
CN(C)C(=O)c1ccc(-c2ccc([C@@H]3[C@@H](CO)N4CCCCN(Cc5cncnc5)C[C@@H]34)cc2)cc1	2.84

(further entries)
SMILES	IDE exosite inh
O=C(C[C@@H]1CC[C@@H]2[C@H](COC[C@@H](O)CN2C(=O)CCN2CCCCC2)O1)NCc1ccncc1	1.49
COc1cccc(NC(=O)N2CC3(C2)[C@H](c2ccccc2)[C@@H](CO)N3C(C)=O)c1	2.17
COc1cccc(NC(=O)N2CC(=O)N3[C@H](CO)[C@H](c4ccc(C5=CCCC5)cc4)[C@@H]3C2)c1	-0.0699
Cc1cccc(S(=O)(=O)N2CCCCN3[C@H](C2)[C@H](c2ccc(C#CC4CC4)cc2)[C@@H]3CO)c1	2.35
CO[C@H](CN(C)Cc1ccc2c(c1)OCO2)[C@@H](C)CN(C(=O)Nc1ccc(F)cc1)[C@H](C)CO	0.62
C[C@H](CO)N1C[C@H](C)[C@H](CN(C)S(=O)(=O)c2cn(C)cn2)OCc2ccccc2-c2ccccc2C1=O	-0.625
COc1ccccc1S(=O)(=O)N1CC[C@@H]2[C@@H](CO)N(C)c3ccc(-c4cccc(C#N)c4)cc3[C@@H]21	0.579
N#C[C@@H]1[C@@H](c2ccccc2)[C@@H](CO)N1C(=O)Cc1ccccc1	0.975
O=C(c1cnccn1)N1CC(=O)N2[C@H](C1)[C@H](c1ccc(-c3ccc(F)cc3)cc1)[C@@H]2CO	5.68
CCC(=O)N1CC(=O)N2[C@@H](CO)[C@H](c3ccc(-c4ccccc4F)cc3)[C@@H]2C1	0.654
C[C@H](CO)N1C[C@H](C)[C@@H](CN(C)C(=O)Nc2ccc3c(c2)OCO3)OCc2cn(nn2)CCCC1=O	-0.217
CCN(C[C@H]1[C@H](c2ccc(-c3cccnc3)cc2)[C@H](CO)N1C(C)=O)C(C)=O	0.614
O=C(Nc1ccccc1F)N1[C@@H]2CNC[C@H]1C2c1ccc(-c2cccnc2)cc1 (some centres undefined)	-3.26*!
CN1C(=O)c2cc(NC(=O)c3cccc(F)c3)ccc2OC[C@H]2O[C@@H](CC(=O)NCc3ccccc3Cl)CC[C@@H]21	-0.769

Screening results from PubChem.
